AmpC inh no detg: qHTS Inhibitors of AmpC Beta-Lactamase (assay without detergent). P00811. 0.52% of 330,000 active. AmpC nitrocefin hydrolysis, absorbance 480 nm, 0.0001% Triton. AID 485341, 2010. Potency, µM (series often up to 57.1 µM), for the others: at the highest dose activity change, negative = inhibition, hits mostly inhibitors;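 also: potency is read from the fitted curve at half-maximal effect; plate controls were no compound for no effect and no enzyme for full effect; nearly all actives have a fitted effect of over 20% in size; some results filed as inactive show a strong effect at the top dose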
Target sequence (P00811 whole entry, looked up): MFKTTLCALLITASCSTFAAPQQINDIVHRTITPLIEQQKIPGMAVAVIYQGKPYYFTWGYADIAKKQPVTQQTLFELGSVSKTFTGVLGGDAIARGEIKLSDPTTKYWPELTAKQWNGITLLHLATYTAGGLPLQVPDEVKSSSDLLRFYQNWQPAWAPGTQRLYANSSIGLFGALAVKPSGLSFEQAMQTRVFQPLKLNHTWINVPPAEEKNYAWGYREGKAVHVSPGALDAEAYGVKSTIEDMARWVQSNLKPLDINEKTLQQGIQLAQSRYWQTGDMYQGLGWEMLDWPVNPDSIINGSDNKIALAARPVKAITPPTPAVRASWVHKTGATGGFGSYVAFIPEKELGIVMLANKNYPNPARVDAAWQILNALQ
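AmpC (5.3 nM in the dispensed reagent) in 20 mM phosphate pH 7.0 with 0.01% (detergent screen) or 0.0001% Triton X-100 was preincubated with compounds for 15 min at room temperature. Nitrocefin was then added from an 800 uM solution, and hydrolysis was followed at 480 nm.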
HCV inh: qHTS Assay for Inhibitors of Hepatitis C Virus (HCV); Huh7.5.1 HCVcc-Cre infection, luciferase reporter, 44 h; Potency, µM (titrated, usually from 41.8 µM), inactives show at the highest dose activity change, negative = inhibition, hits mostly inhibitors; 3.4% of 340,000 active; AID 651820, 2012; also: potency is read from the fitted curve at half-maximal effect
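Cells seeded at 1,000/well and cultured 4 h, then compounds added followed by HCVcc-Cre virus (~0.5 moi). After 44 h further culture, luciferase substrate was added, plates held 15 min at room temperature, and luminescence read for 15 sec.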
AmpC inh detg: qHTS Inhibitors of AmpC Beta-Lactamase (assay with detergent); P00811; AmpC hydrolysis of nitrocefin, absorbance 480 nm, 0.01% Triton; Potency, µM (titrated, usually from 114 µM), for inactives: at the highest dose activity change, negative = inhibition, actives largely listed as inhibitors; 0.041% of 370,000 active; AID 485294, 2010;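 also: potency is read from the fitted curve at half-maximal effect; 0% = no-compound wells and -100% = no-enzyme wells; nearly all actives have a fitted effect of over 25% in size; some results filed as inactive show a strong effect at the top dose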
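20 mM phosphate pH 7.0 + 0.01% (detergent screen) or 0.0001% Triton X-100; 5.3 nM AmpC reagent; cpd preinc 15 min RT; nitrocefin (800 uM stock) to start; A480 q20 s × 4 min; Activity was normalised to no-enzyme and no-compound control wells.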
HCMV antiviral: qHTS Assay for inhibitors of the human cytomegalovirus (HCMV); HFF cells, HCMV-luciferase reporter, 72 h; active compounds read low; activity change, negative = inhibition, % at 57.5 µM; 4.5% of 410,000 active; AID 1259415, 2018; in the data active = activity change below about -60%; inconclusive = no clear call, values can overlap the other calls; inactive = above about -39%
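After 16 h attachment at 37C, HFF cells received test compound and HCMV-luciferase (1 PFU/cell); reporter luminescence read 72 h later, data normalized against buffer-only and known inhibitor Salinomycin.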
FBPA Giardia inh: qHTS Assay for Inhibitors of Fructose-1,6-bisphosphate Aldolase from Giardia Lamblia. Potency, µM (top dose mostly 59.6 µM), for inactives: top-dose activity, negative = inhibition, usual class: inhibitors. AID 2451, 2010. A8B2U2. purified Giardia FBPA. 0.71% of 290,000 active; also: potency is read from the fitted curve at half-maximal effect; nearly all actives have a fitted effect of over 55% in size
Target sequence (A8B2U2 whole entry, looked up): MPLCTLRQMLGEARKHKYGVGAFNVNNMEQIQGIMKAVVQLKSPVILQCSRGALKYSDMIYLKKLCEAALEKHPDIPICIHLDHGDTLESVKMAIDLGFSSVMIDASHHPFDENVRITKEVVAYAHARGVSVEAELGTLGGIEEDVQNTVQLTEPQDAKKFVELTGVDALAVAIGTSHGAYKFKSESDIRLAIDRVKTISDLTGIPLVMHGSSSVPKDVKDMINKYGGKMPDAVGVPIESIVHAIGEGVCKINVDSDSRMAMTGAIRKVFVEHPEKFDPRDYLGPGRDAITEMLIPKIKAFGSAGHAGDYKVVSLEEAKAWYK
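40 nM FBPA preincubated 10 min at RT with compound (up to 57.5 uM final), then substrate plus GAPDH/TPI/NAD/arsenate coupling and diaphorase/resazurin added. Fluorescence read after 20 min at RT, 525/598 nm.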
Sm TGR inh: qHTS Assay for the Inhibitors of Schistosoma Mansoni Peroxiredoxins. Schistosoma mansoni thioredoxin glutathione reductase (TGR), Q962Y6. purified TGR, DTNB reduction, TNB absorbance 405 nm. Potency, µM (top dose mostly 114 µM), for inactives: top-dose activity change, negative = inhibition, actives largely listed as inhibitors. 3% of 360,000 active; also: potency is read from the fitted curve at half-maximal effect; nearly all actives have a fitted effect of over 60% in size
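TGR 20 nM + NADPH 100 uM (dispensed conc.), cpd preinc 15 min RT; start with NADPH (500 uM addition) then DTNB (15 mM addition). Kinetic TNB absorbance, 405 nm filter. Four-parameter Hill fit across titration.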
Active calls of the source: *; ? = inconclusive; · = no result given; [ ] = dose if it differs, or a comment. Unless noted, calls follow the shape of the dose curve; as a rule, active = well fitted curve in the direction sought with a large enough effect; inconclusive = small, poorly fitted or top-dose-only effect, or another doubt; inactive = no such curve, though single readings can be large; an effect the other way counts as inactive or inconclusive. Unless noted, % is scaled to controls: 0 for no effect and ±100 for the full control effect.

1: Cc1ccc(S(=O)(=O)Oc2ccccc2C=C2C(=O)N(C)C(=O)N(C)C2=O)cc1
2: COc1ccc(CN(C)C(C)C(=O)NC2CCCc3ccccc32)cc1 (centres undefined)
3: COC(=O)CSc1ccc(S(=O)(=O)N2CCOCC2)cc1[N+](=O)[O-]
4: CC(=O)Nc1ccc(NC(=O)COC(=O)C2CCCCC2)cc1
5: CC(C)C(=O)Nc1nnc(SCC(=O)NC2CC2)s1
6: COc1ccc(C)cc1N(C(=O)c1ccccc1)c1nc2ccccc2s1

Assay by compound	1	2	3	4	5	6
AmpC inh no detg	-19%	75%[activator]	-14%	-12%	-11%	-19%
HCV inh	0%	?	16%	6%	11%	16µM*
AmpC inh detg	2%	-6%	-13%	·	-11%	?
HCMV antiviral	33	?	?	38	24	-24
FBPA Giardia inh	-9%	10%	1%	·	4%	-10%
Sm TGR inh	?	-14%	-4%	·	-1%	-1%

7: COc1ccc([N+](=O)[O-])cc1N(CC(O)CN1CCOCC1)S(=O)(=O)c1ccccc1 (centres undefined)
8: CCSC(=O)NC1CCCCC1
9: CC(=O)NS(=O)(=O)c1ccc(NC(=O)[C@@H]2CCCN2S(=O)(=O)c2ccc(Cl)cc2)cc1
10: CSc1ccccc1OCc1cc(C(=O)N2CCN(c3ncccn3)CC2)no1
11: COc1ccc(OCC(=O)N2CCN(C(=O)c3cccs3)CC2)cc1
12: CCN(C(=O)c1ccnn1C)c1ccccc1

Assay by compound	7	8	9	10	11	12
AmpC inh no detg	19%	-4%	-23%	-38%	-10%	-27%
HCV inh	16%	8%	16%	?	15%	28%
AmpC inh detg	-1%	0%	·	-1%	-2%	?
HCMV antiviral	-30	-2	-3	-24	28	0
FBPA Giardia inh	7%	3%	·	·	4%	2%
Sm TGR inh	10%	9%	·	40µM*	-12%	-8%

13: Cc1ccc(Cl)cc1NC(=O)c1oc2c(c1C)-c1[nH]ncc1CC2
14: COc1ccc(/C=N/N=C2/NC(=O)C(c3ccccc3)S2)c(OC)c1 (centres undefined)
15: Cc1cc(C)cc(NC(=O)CSCn2nnc3c(=O)[nH]c(Cc4ccc(F)cc4)nc32)c1
16: CC(=O)Nc1ccc(NC(=O)CSc2ncnc3sc(C)c(C)c23)cc1
17: Cc1cccc(C(=O)N2CCc3cc(-c4nc(NC(=O)CN5CCCC5)sc4C)ccc32)c1
18: NC(=O)c1ccccc1NC(=O)c1ccc2ccccc2c1

Assay by compound	13	14	15	16	17	18
AmpC inh no detg	·	-36%	·	28%	·	-7%
HCV inh	·	-5%	·	6%	13µM*	?
AmpC inh detg	16%	-3%	-6%	?	·	-6%
HCMV antiviral	11	14	0	-5	1	111
FBPA Giardia inh	·	-8%	·	10%	·	-1%
Sm TGR inh	0%	5%	1%	-5%	2%	-9%

19: COc1ccc(S(=O)(=O)N2CCN(C)CC2)cn1
20: CSc1cccc(NC(=O)CCC(=O)O)c1
21: CCN1C(=O)/C(=C/c2cccs2)N(C)C1=S
22: CS(=O)(=O)c1ccccc1COC(=O)Nc1ccc(Cl)cc1
23: C/C=C/C=C/[C@H]1Cc2cc(O)cc(O)c2O1
24: CN(C)c1ccc2c3c(ccc(N(C)C)c13)C(=O)OC2

Assay by compound	19	20	21	22	23	24
AmpC inh no detg	1%	-18%	-12%	-18%	-39%	-4%
HCV inh	7%	8%	5%	-2%	·	-17%
AmpC inh detg	2%	-16%	-12%	-12%	2%	3%
HCMV antiviral	5	-1	-5	19	·	-2
FBPA Giardia inh	3%	2%	1%	-2%	-16%	-10%
Sm TGR inh	3%	0%	1%	-1%	?	-7%

25: CCOc1ccc2nc(N3CCN(C(=O)c4ccc5c(c4)CCCC5)CC3)sc2c1
26: O=C(NC1CCN(Cc2ccccc2)CC1)c1ccc(CS(=O)c2ccc(F)cc2)o1 (centres undefined)
27: COc1ccc(-c2ccc([C@H]3[C@H]4C=CC[C@@H](C)[C@@H]4C(=O)N3Cc3ccccc3)c(F)c2)cc1
28: Cc1ccc(S(=O)(=O)Nc2ccc(-c3nc4ccc(C)cc4s3)cc2)cc1
29: Cc1ccc2c(c1)cc1c(=O)n(Cc3ccccc3Cl)nc(C)n12
30: COc1ccc2c(=O)c(C(=O)O)c(-c3ccc4c(c3)OCO4)n(C)c2c1

Assay by compound	25	26	27	28	29	30
AmpC inh no detg	·	-7%	32%	?	·	-14%
HCV inh	·	-3%	?	2%	·	18%
AmpC inh detg	3%	0%	0%	?	16%	?
HCMV antiviral	-10	?	26	-27	-4	7
FBPA Giardia inh	·	·	-1%	1%	·	11%
Sm TGR inh	8%	-25%	-19%	1%	9%	5%

Another view of part of the listing above:
No. | SMILES | AmpC inh no detg | HCV inh | AmpC inh detg | HCMV antiviral | FBPA Giardia inh | Sm TGR inh
9 | CC(=O)NS(=O)(=O)c1ccc(NC(=O)[C@@H]2CCCN2S(=O)(=O)c2ccc(Cl)cc2)cc1 | -23% | 16% | · | -3 | · | ·
10 | CSc1ccccc1OCc1cc(C(=O)N2CCN(c3ncccn3)CC2)no1 | -38% | ? | -1% | -24 | · | 40µM*
11 | COc1ccc(OCC(=O)N2CCN(C(=O)c3cccs3)CC2)cc1 | -10% | 15% | -2% | 28 | 4% | -12%
12 | CCN(C(=O)c1ccnn1C)c1ccccc1 | -27% | 28% | ? | 0 | 2% | -8%

Continuation.
31: CCOc1ccc(NC(=O)c2c(NCc3cc(OC)c(OC)cc3OC)sc3c2CCCC3)cc1
32: Cn1cnc(CCN)c1
33: O=C(CC1C(=O)N(c2ccccc2)C(=O)N1CCc1cccs1)Nc1ccc(F)cc1 (centres undefined)
34: CCCCn1c(CCC)nc([N+](=O)[O-])c1Sc1ccc(Cl)cn1
35: CCn1cc(S(=O)(=O)NCc2ccccc2Br)cn1
36: COc1ccc(-c2cc(=O)n(-c3ccc([N+](=O)[O-])cc3)[nH]2)cc1

Assay by compound	31	32	33	34	35	36
AmpC inh no detg	·	·	·	4%	-4%	-40%
HCV inh	·	-10%	·	-28%	26%	5%
AmpC inh detg	-7%	·	-6%	-6%	0%	-11%
HCMV antiviral	-15	-16	-11	-77*	17	-21
FBPA Giardia inh	·	-3%	·	-25%	11%	1%
Sm TGR inh	-27%	·	-5%	22µM*	-3%	0%

37: O=C(COC(=O)c1ccccc1C(=O)N1CCN(c2ccccc2)CC1)Nc1ccc(F)cc1
38: N#CCCN=C(NS(=O)(=O)c1ccccc1)c1ccccc1
39: Cc1ccc(NC(=O)c2cc(C)nc3ccccc23)c(Br)c1
40: COC(=O)C1=C[C@@H](C(=O)OC)[C@@H]2C3=C(C(=O)[C@@]2(C)NC(=O)c2ccccc2)[C@H](c2ccccc2)[C@@H]2C(=O)NC(=O)[C@@H]2[C@@H]3C1
41: O=C(CCn1c(=O)c2cccn2c2cccnc21)NCc1cccc(Br)c1
42: C/C(=N\Nc1c(Cl)c(Cl)nc(C(=O)O)c1Cl)c1ccc(O)cc1

Assay by compound	37	38	39	40	41	42
AmpC inh no detg	44%	0%	34%	·	·	-14%
HCV inh	?	-7%	-26%	0%	·	-19%
AmpC inh detg	3%	3%	?	·	16%	-1%
HCMV antiviral	-24	-23	?	7	-61*	-30
FBPA Giardia inh	-1%	3%	-1%	3%	·	-19%
Sm TGR inh	-1%	3%	-25%	·	2%	-7%

43: COc1cc(C(=O)Nc2ccc3c(c2)Cc2ccccc2-3)cc(OC)c1OC
44: COc1cccc(C(=O)/C=C/Nc2ccc(NC(C)=O)cc2)c1
45: COc1ccccc1N/C(=N/c1nc(C)cc(C)n1)NC(C)=O
46: CC(=NNC(=O)COc1cccc(C)c1)c1cccnc1
47: CCCCC1CCC(C(=O)N2CC(=O)Nc3ccc(F)cc3C2c2ccc(F)cc2)CC1 (centres undefined)
48: COc1ccc(CCNCC(O)c2ccccc2)cc1 (centres undefined)

Assay by compound	43	44	45	46	47	48
AmpC inh no detg	-6%	-8%	-15%	-11%	·	-26%
HCV inh	?	-22%	·	-13%	·	19%
AmpC inh detg	1%	0%	-9%	·	17%	1%
HCMV antiviral	-25	-21	·	-28	-15	-7
FBPA Giardia inh	8%	0%	12%	·	·	?
Sm TGR inh	5%	3%	6%	·	6%	-9%

49: O=C(COc1ccc(F)cc1Cl)Nc1ccc(S(=O)(=O)Nc2nccs2)cc1
50: CC(OC(=O)CCCc1c[nH]c2ccccc12)C(=O)Nc1ccc(S(N)(=O)=O)cc1 (centres undefined)
51: O=C(c1ccc(CS(=O)c2cccc(Cl)c2)o1)N1CCN(C2CCCCC2)CC1 (centres undefined)
52: O=C(NC(=S)Nc1cccc(Cl)c1N1CCCCC1)c1ccc2c(c1)OCCO2
53: CCCOc1ccc(C2CC(=O)Nc3cc(OC)c(OC)cc32)cc1 (centres undefined)
54: Cc1cc(NC(=O)C(C)(C)C)cc(-c2nc3ncccc3o2)c1O

Assay by compound	49	50	51	52	53	54
AmpC inh no detg	-25%	-38%	58%[activator]	-32%	36%	·
HCV inh	-23%[8.37 µM]	-3%	-2%	?	-30%	·
AmpC inh detg	?	-3%	-3%	-19%	-14%	-1%
HCMV antiviral	-19	-31	-29	-32	-2	-12
FBPA Giardia inh	·	·	·	-5%	1%	·
Sm TGR inh	6%	-18%	-4%	-5%	-20%	-2%

The closing four compounds of the section before open the next one:
51: O=C(c1ccc(CS(=O)c2cccc(Cl)c2)o1)N1CCN(C2CCCCC2)CC1 (centres undefined)
52: O=C(NC(=S)Nc1cccc(Cl)c1N1CCCCC1)c1ccc2c(c1)OCCO2
53: CCCOc1ccc(C2CC(=O)Nc3cc(OC)c(OC)cc32)cc1 (centres undefined)
54: Cc1cc(NC(=O)C(C)(C)C)cc(-c2nc3ncccc3o2)c1O
55: O=S(=O)(NCCc1cn2ccccc2n1)c1cccs1
56: CC(C)NC(=O)Nc1ccc2c(c1)C(=O)N([C@H](C)CO)C[C@H](C)[C@@H](CN(C)S(=O)(=O)c1cn(C)cn1)O2
57: O=C(Cn1c(C(=O)OCCO)cc2ccccc21)c1ccccc1
58: O=C(Cc1cccs1)Nc1ccc(-c2nnc(-c3ccco3)o2)cc1
59: CC1=NN(c2ccc(C(F)(F)F)cn2)C(=O)C1
60: O=C1CC(N2CCN(c3cccc(C(F)(F)F)c3)CC2)C(=O)N1c1ccccc1 (centres undefined)

Assay by compound	51	52	53	54	55	56	57	58	59	60
AmpC inh no detg	58%[activator]	-32%	36%	·	2%	1%	-18%	-14%	-20%	15%
HCV inh	-2%	?	-30%	·	17%	19%	-8%	4%	?	15%
AmpC inh detg	-3%	-19%	-14%	-1%	?	·	-9%	-15%	-12%	-2%
HCMV antiviral	-29	-32	-2	-12	38	11	134	-10	10	11
FBPA Giardia inh	·	-5%	1%	·	2%	·	6%	0%	24%	0%
Sm TGR inh	-4%	-5%	-20%	-2%	4%	·	-27%	-1%	3%	-30%

High-throughput results as filed in PubChem BioAssay.
